PI4K2A inh – inhibitors of human PI4K2A; Q9BTU6; purified PI4K2A, ADP-Glo luminescence, 1 h; stronger effect = lower value; activity change, negative = inhibition, % at 76.9 µM; 420,000 compounds, 0.13% hits; in the data active means activity change below about -50%; inconclusive means mostly about -30% to -49%;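 further: -100% = wells without enzyme as full effect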
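In this quantitative HTS, ADP production by PI4K2A was quantified luminescently after 1 h at ambient temperature; 100 microM adenosine served as plate-quality control.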
USP1-UAF1 inh – blocks the human USP1/UAF1 deubiquitinase complex | 390,000 compounds, 0.23% hits | Potency, µM (highest dose often 57.1 µM), inactives show at the top dose activity change, negative = inhibition, most hits filed as inhibitors | recombinant USP1/UAF1, Ub-Rhodamine cleavage fluorescence; further: potency means the concentration at half of the fitted maximal effect; on the % scale 0 is the no-effect control and ±100 the full control effect; nearly all actives have a fitted effect of over 60% in size; inactives centre near -12
Target sequence (O94782 whole entry, looked up): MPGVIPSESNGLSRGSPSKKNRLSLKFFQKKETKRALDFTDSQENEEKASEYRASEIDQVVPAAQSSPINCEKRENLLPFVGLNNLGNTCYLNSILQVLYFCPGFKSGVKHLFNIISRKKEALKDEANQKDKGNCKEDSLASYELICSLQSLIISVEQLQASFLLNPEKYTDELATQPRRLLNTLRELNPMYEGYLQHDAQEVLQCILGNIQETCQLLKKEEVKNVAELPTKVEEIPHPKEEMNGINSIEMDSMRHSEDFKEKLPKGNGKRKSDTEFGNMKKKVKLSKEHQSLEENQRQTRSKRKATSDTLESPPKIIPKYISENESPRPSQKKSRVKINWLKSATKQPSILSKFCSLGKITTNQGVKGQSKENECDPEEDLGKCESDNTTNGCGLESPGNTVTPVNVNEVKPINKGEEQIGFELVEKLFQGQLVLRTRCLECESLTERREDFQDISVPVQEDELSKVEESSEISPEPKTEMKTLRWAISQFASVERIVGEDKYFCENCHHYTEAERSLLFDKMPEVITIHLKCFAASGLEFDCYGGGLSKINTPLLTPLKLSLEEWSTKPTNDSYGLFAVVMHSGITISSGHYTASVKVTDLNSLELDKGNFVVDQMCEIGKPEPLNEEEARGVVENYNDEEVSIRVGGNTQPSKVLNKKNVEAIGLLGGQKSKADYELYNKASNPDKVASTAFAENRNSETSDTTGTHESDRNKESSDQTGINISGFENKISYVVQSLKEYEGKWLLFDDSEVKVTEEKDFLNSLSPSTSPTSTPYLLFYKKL
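USP1/UAF1 complex at 1 nM was preincubated with compound for 15 min at room temperature, then Ub-Rho substrate (150nM final) was added. Fluorescence (480/540 nm) was read kinetically, 6 reads every 60 seconds.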
GLS inhibitor – glutaminase GLS (human) inhibition | Potency, µM (highest dose often 45.5 µM), for inactives: at the top dose activity change, negative = inhibition, hits mostly inhibitors | 410,000 compounds, 0.21% hits | GLS enzymatic activity, qHTS titration | O94925; further: potency means the concentration at half of the fitted maximal effect; on the % scale 0 is the no-effect control and ±100 the full control effect
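Assay buffer: 45 mM KH2PO4 pH 8.2, 0.02% Tween-20. hKGA acts on L-glutamine (1 mM solution added); product glutamate is reported by an oxidase/peroxidase Amplex Red coupling, with fluorescence taken at baseline and 30 min.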
PGK inhibitor – blocks T. brucei phosphoglycerate kinase; Potency, µM (doses to about 57.5 µM), for the others: at the top dose activity change, negative = inhibition, actives largely listed as inhibitors; 380,000 compounds, 0.043% hits; AID 602233; P07378; PGK/GAPDH coupled, Kinase-Glo luminescence, 60 min; further: potency means the concentration at half of the fitted maximal effect; on the % scale 0 is the no-effect control and ±100 the full control effect; nearly all actives have a fitted effect of over 60% in size
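Luminescent ATP detection (Kinase-Glo Plus) follows a 60-minute room-temperature incubation, with wells lacking PGK as controls. Buffer: 100 mM TEA (pH 7.6), 5 mM MgCl2, 0.01% Tween-20. Coupling enzyme GAPDH (100 nM final) supplies unstable 1,3-BPG in-well.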
TrxR1 substrate – is turned over as a substrate by rat TrxR1 | purified TrxR1 substrate turnover, NADPH consumption readout | Potency, µM (top dose mostly 114 µM), for the others: at the top dose activity change, negative = substrate turnover | 390,000 compounds, 0.01% hits | AID 588456; further: potency means the concentration at half of the fitted maximal effect; on the % scale 0 is the no-effect control and ±100 the full control effect; nearly all actives have a fitted effect of over 50% in size
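Rat TrxR1, dispensed at 90 nM, was prereduced with 400 uM NADPH (final) for 5 min at ~22 deg C, then incubated with compound 15 min before 400 uM selenite. A first-read NADPH fluorescence drop versus no-compound background flagged substrates.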
rTrxR1 inhibitor – inhibitors of rat thioredoxin reductase 1 | AID 588453 | 390,000 compounds, 1% hits | recombinant rTrxR1, NADPH fluorescence consumption, selenite substrate | O89049 | Potency, µM (highest dose often 114 µM), inactives show top-dose activity change, negative = inhibition, most hits filed as inhibitors; further: potency means the concentration at half of the fitted maximal effect; on the % scale 0 is the no-effect control and ±100 the full control effect; nearly all actives have a fitted effect of over 65% in size
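Rat TrxR1 (90 nM in the dispensed reagent) was pre-reduced with 400 uM NADPH for 5 min at room temperature, then incubated with compound for 15 min. After 400 uM selenite was added, NADPH fluorescence (Ex 340/Em 450 nm) was followed for 8 min.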
mIDH1 inhibitor – human IDH1 R132H inhibition | O75874 | IDH1-R132H enzyme, NADPH consumption, diaphorase/resazurin fluorescence | Potency, µM (series often up to 76.6 µM), for inactives: at the highest dose activity change, negative = inhibition, actives largely listed as inhibitors | 390,000 compounds, 0.093% hits | AID 602179; further: potency means the concentration at half of the fitted maximal effect; on the % scale 0 is the no-effect control and ±100 the full control effect; nearly all actives have a fitted effect of over 65% in size
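IDH1-R132H (0.5 ug/mL dispensed) in pH 7.5 Tris buffer was preincubated 30 min with compound, then given a substrate mix of 0.016 mM NADPH and 2 mM alpha-KG for 80 min at room temperature; remaining NADPH was read by diaphorase/resazurin fluorescence.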
Pin1 inh – inhibitors of human Pin1. Q13526. Pin1 FP peptide displacement, HiFluor488, 10 min. Potency, µM (highest dose often 115 µM), without a hit: top-dose activity, negative = inhibition, most hits filed as inhibitors. 390,000 compounds, 0.009% hits. AID 504891; active means well fitted inhibition curve with a large enough effect in the polarisation, with a control signal flat, not every such curve was filed as active; inconclusive means small, poorly fitted or top-dose-only effect, or effect the other way, or a change in a side signal; inactive means no such curve, though single readings can be large or run the other way; the % refers to the polarisation; further: potency means the concentration at half of the fitted maximal effect; on the % scale 0 is the no-effect control and ±100 the full control effect
Target sequence (Q13526 whole entry, looked up): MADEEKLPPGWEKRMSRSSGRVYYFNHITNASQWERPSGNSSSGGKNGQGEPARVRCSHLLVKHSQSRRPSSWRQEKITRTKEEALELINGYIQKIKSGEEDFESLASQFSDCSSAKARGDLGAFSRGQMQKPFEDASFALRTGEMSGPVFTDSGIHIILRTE
HP1b binding inh – inhibitors of HP1-beta chromodomain binding to methylated histone tails; Potency, µM (top dose mostly 114 µM), for the others: at the highest dose activity change, negative = inhibition, hits mostly inhibitors; P83916; AlphaScreen HP1-beta / biotin-H3K9me3 peptide binding; 390,000 compounds, 0.56% hits; further: potency means the concentration at half of the fitted maximal effect; nearly all actives have a fitted effect of over 70% in size; inactives centre near 23
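HP1-beta protein (50 nM final) preincubated 30 min at room temperature with biotinylated H3(1-18)K9me3 peptide (50 nM) in PBS pH 7.4, 0.01% Tween-20, then compound added for 30 min. AlphaScreen streptavidin donor/nickel chelate acceptor beads (10 ug/mL final), 30 min dark, luminescence read.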
Numbers without * were called inactive; i = inactive; ? = inconclusive; . = no result given; [ ] = dose if it differs, or a comment. Unless noted, the call rests on the fitted dose curve; in most records, active means well fitted curve in the direction sought with a large enough effect; inconclusive means small, poorly fitted or top-dose-only effect, or another doubt; inactive means no such curve, though single readings can be large; an effect the other way counts as inactive or inconclusive.

SMILES	PI4K2A inh	USP1-UAF1 inh	GLS inhibitor	PGK inhibitor	TrxR1 substrate	rTrxR1 inhibitor	mIDH1 inhibitor	Pin1 inh	HP1b binding inh
COc1ccc(S(=O)(=O)NN(C)C)cc1N(C)S(=O)(=O)c1ccc(Cl)cc1	-8	-19%	4%	-3%	-2%	7%	1%	-5%	26%
O=C(CCC(=O)c1ccc(Cl)cc1)OCC(=O)c1ccccc1	7	-17%	1%	-4%	-7%[57.1 µM]	15%[57.1 µM]	8%	3%	157%[activator]
NNC(=O)c1ccccc1-n1cccc1	1	-6%	13%	-2%	-8%	-8%	-7%	2%	28%
Cc1ccc(S(=O)(=O)N(C)C[C@H]2Oc3cc(C#CC4CCCC4)ccc3S(=O)(=O)N([C@H](C)CO)C[C@H]2C)cc1	-4	-21%	-11%	-5%	.	.	13%	.	.
Cc1cc(C(=O)Nc2ccc(C(=O)O)cc2)c(-c2ccccc2)o1	3	-8%	-3%	-11%	5%[57.1 µM]	12%[57.1 µM]	-1%	-16%	10%
Cc1onc(-c2ccccc2Cl)c1C(=O)N(C)C1CCCCC1	-1	-18%	-2%	-7%	6%	5%	12%	5%	80%[activator]
COc1ccc(C2=NOC(Cn3nc(-c4ccccc4)cc3C(=O)NCc3cccc(C(F)(F)F)c3)C2)cc1 (centres undefined)	-1	-22%	-3%	-3%	-6%	14%	3%	23%	43%[activator]
CC1(C)C([N+](=O)[O-])C(c2ccc(O)cc2)NC(c2ccc(O)cc2)C1[N+](=O)[O-] (centres undefined)	8	-15%	6%	-7%	-2%	6%	6%	-7%	6%
CCC(NC(=O)c1cc(COc2c(F)cccc2F)on1)c1ccncc1 (centres undefined)	-4	-19%	2%	i	3%	11%	6%	-3%	25%
Oc1ccc(/C=N/Nc2ncnc3c2ncn3Cc2ccccc2)cc1O	-11	-22%	0%	-1%	-5%[57.1 µM]	-5%	1%	?	17%
Oc1ccc2ccccc2c1/C=N/n1cnnc1	-4	-21%	.	-7%	-1%	0%	11%	0%	20%
COc1ccc(/C=C/C(=O)N2CCOCC2)cc1OC	0	-23%	0%	-9%	-9%	-21%	-3%	-2%	26%
O=C(CN1CCN(S(=O)(=O)c2ccc(Br)cc2)CC1)N/N=C/c1ccccc1C(=O)O	-3	-19%	3%	-5%	2%	10%	3%	0%	51%[activator]
O=C1c2ccccc2C(O)(Cc2ccccc2)N1Cc1ccco1 (centres undefined)	-2	-21%	5%	.	11%	-25%	12%	-2%	12%
O=C(O)c1cccc(NS(=O)(=O)c2ccc(NC(=O)c3ccco3)cc2)c1	-3	-20%	-7%	-8%	0%[57.1 µM]	1%[57.1 µM]	-4%	-8%	38%

Six of the entries above in order of their number in rTrxR1 inhibitor, ascending.
SMILES	PI4K2A inh	USP1-UAF1 inh	GLS inhibitor	PGK inhibitor	TrxR1 substrate	rTrxR1 inhibitor	mIDH1 inhibitor	Pin1 inh	HP1b binding inh
COc1ccc(/C=C/C(=O)N2CCOCC2)cc1OC	0	-23%	0%	-9%	-9%	-21%	-3%	-2%	26%
NNC(=O)c1ccccc1-n1cccc1	1	-6%	13%	-2%	-8%	-8%	-7%	2%	28%
Oc1ccc(/C=N/Nc2ncnc3c2ncn3Cc2ccccc2)cc1O	-11	-22%	0%	-1%	-5%[57.1 µM]	-5%	1%	?	17%
Cc1onc(-c2ccccc2Cl)c1C(=O)N(C)C1CCCCC1	-1	-18%	-2%	-7%	6%	5%	12%	5%	80%[activator]
CCC(NC(=O)c1cc(COc2c(F)cccc2F)on1)c1ccncc1 (centres undefined)	-4	-19%	2%	i	3%	11%	6%	-3%	25%
COc1ccc(C2=NOC(Cn3nc(-c4ccccc4)cc3C(=O)NCc3cccc(C(F)(F)F)c3)C2)cc1 (centres undefined)	-1	-22%	-3%	-3%	-6%	14%	3%	23%	43%[activator]

Back to the main list, starting two compounds before the break.
SMILES	PI4K2A inh	USP1-UAF1 inh	GLS inhibitor	PGK inhibitor	TrxR1 substrate	rTrxR1 inhibitor	mIDH1 inhibitor	Pin1 inh	HP1b binding inh
O=C1c2ccccc2C(O)(Cc2ccccc2)N1Cc1ccco1 (centres undefined)	-2	-21%	5%	.	11%	-25%	12%	-2%	12%
O=C(O)c1cccc(NS(=O)(=O)c2ccc(NC(=O)c3ccco3)cc2)c1	-3	-20%	-7%	-8%	0%[57.1 µM]	1%[57.1 µM]	-4%	-8%	38%
Cc1c(C(=O)O)sc(S(=O)(=O)N2CCN(C(=O)Cc3ccccc3)CC2)c1C(=O)O	19	-17%	-13%	-1%	-1%[57.1 µM]	3%[57.1 µM]	-1%	-13%	17%
CCCSc1ccc([C@H]2N[C@@](CC(C)C)(C(=O)OC)[C@H]3C(=O)N(CC)C(=O)[C@@H]23)cc1	1	-16%	1%	6%	-7%	3%[57.1 µM]	0%	?	24%
COc1ccc(C)cc1S(=O)(=O)NC1CCCCC1	2	-8%	0%	-1%	-7%	-3%	4%	-8%	12%
CC(=O)c1cccc(NC(=O)CCn2nc(C)c(S(=O)(=O)N(C)C)c2C)c1	-1	10%	10%	-3%	8%[57.1 µM]	11%[57.1 µM]	-5%	-7%	26%
CCc1cccc2[nH]c3cc([N+](=O)[O-])ccc3c12	-3	-24%	-17%	-1%	0%	8%	-7%	13%	33%
COc1ccc(OC)c(CCNc2ncnc3onc(-c4ccc(Cl)cc4)c23)c1	3	-28%	5%	i	-1%	18%	15%	7%	40%
CCCS(=O)(=O)N1CCCC(C(=O)NCc2cccnc2)C1 (centres undefined)	2	-19%	-4%	4%	11%	20%	0%	-9%	43%[activator]
CCN(CC(=O)Nc1ccccc1C(=O)OC)S(=O)(=O)c1ccc(OC)cc1	0	-20%	5%	i	8%[57.1 µM]	5%[57.1 µM]	5%	2%	23%
COc1ccccc1N1CCN(C(=O)C2CCN(S(=O)(=O)c3ccccc3)CC2)CC1	-4	1%	24%	-8%[11.5 µM]	5%	16%	-1%	-1%	25%
O=S(=O)(c1ccc(N2CC=C(c3ccccc3)CC2)nc1)N1CCCC1	3	-19%	0%	-1%	3%[57.1 µM]	?	2%	?	39%
Cn1c(=O)n(CC(=O)NC2CCCCC2)c(=O)c2ccccc21	-2	-6%	-5%	-10%	6%[57.1 µM]	9%[57.1 µM]	-3%	1%	17%
O=C(NC1CCSC1=O)c1ccc(Cl)cc1 (centres undefined)	5	-7%	0%	-1%	0%	13%	0%	0%	48%[activator]
CCCCNC(=O)Cc1ccc(Br)cc1	-4	5%	-10%	-3%	8%	33%[57.1 µM]	8%	1%	9%
Clc1ccc(-c2cn3cccnc3n2)cc1Cl	-1	-7%	10%	-5%	100%[activator]	-12%	6%	?	32%[activator]
NC(=O)CC(NC(=O)c1ccccc1)c1ccc(N2CCC(Br)CC2)c([N+](=O)[O-])c1 (centres undefined)	0	-29%	-6%	0%	4%	8%	1%	-4%	51%[activator]

Of the compounds above, these contain fluorine.
SMILES	PI4K2A inh	USP1-UAF1 inh	GLS inhibitor	PGK inhibitor	TrxR1 substrate	rTrxR1 inhibitor	mIDH1 inhibitor	Pin1 inh	HP1b binding inh
COc1ccc(C2=NOC(Cn3nc(-c4ccccc4)cc3C(=O)NCc3cccc(C(F)(F)F)c3)C2)cc1 (centres undefined)	-1	-22%	-3%	-3%	-6%	14%	3%	23%	43%[activator]
CCC(NC(=O)c1cc(COc2c(F)cccc2F)on1)c1ccncc1 (centres undefined)	-4	-19%	2%	i	3%	11%	6%	-3%	25%

The list goes on:
SMILES	PI4K2A inh	USP1-UAF1 inh	GLS inhibitor	PGK inhibitor	TrxR1 substrate	rTrxR1 inhibitor	mIDH1 inhibitor	Pin1 inh	HP1b binding inh
CN1c2ccccc2C(=O)/C(=C\Nc2ccc(F)cc2)S1(=O)=O	3	-13%	-7%	i	29%	14%	1%	1%	39%[activator]
COc1ccc(-c2c(C#N)c(SCC(=O)Nc3cccc(Cl)c3)nc(C)c2C(=O)Nc2ccccc2)cc1OC	-3	-14%	-3%	i	64%[activator]	73%[activator]	17%	?	34%
CCCN1Cc2cccc(C(=O)N3CCN(c4ccc(OC)cc4)CC3)c2C1=O	-10	-14%	-5%	-4%	0%	?	0%	10%	10%[57 µM]
CCc1nnc(NC(=O)CSc2nnc3c(n2)[nH]c2ccccc23)s1	-11	-30%	0%	3%	-4%	-83%	-4%	14%	6%
Cc1ccc(/C=C/C(=O)OCn2nnc3ccccc3c2=O)o1	7	-7%	0%	2%	0%	?	4%	4%	15%
CS(=O)(=O)c1nsc2nc(=O)c(/C=C3\C=Nc4ccccc43)c(N)n12	-1	-24%	0%	-7%	-8%	10%	1%	?	20%
CCc1ccc(C(=O)NCc2ccc(Cl)cc2)cc1	-6	-9%	2%	-13%	2%	0%	1%	4%	26%
Cc1cc(C)c2c(n1)sc1c(=O)n(-c3cc(Cl)ccc3C)nnc12	-2	-6%	-3%	i	3%	20%	-1%	-11%	37%
O=C(Cc1ccc(Cl)cc1)Nc1ccc(CN2CCCCC2)cc1	1	?	12%	-5%	5%	16%	0%	-6%	21%
COC(=O)c1cc(C(=O)Nc2nnc(C3CC3)s2)cc([N+](=O)[O-])c1	-6	-8%	-2%	-7%	-17%	-16%	-1%	12%	19%

High-throughput results: PubChem, National Center for Advancing Translational Sciences (NCATS)

Not all compounds are listed; rates above refer to the full screens.
